SNCA expr inhib: Primary qHTS assay for inhibitors of alpha-synuclein gene (SNCA) expression | HEK-293 SNCA-luciferase knock-in, luminescence, 24 h | Potency, µM (titrated, usually from 57.2 µM), for the others: top-dose activity change, negative = inhibition, usual class: inhibitors | 0.17% of 140,000 active;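 note: potency is the fitted concentration of half-maximal effect; plate controls were DMSO cells for no effect and cell-free wells for full effect; nearly all actives have a fitted effect of over 45% in size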
GPT2 inhibitor: Primary qHTS assay for inhibitors of Glutamate pyruvate transaminase 2 (GPT2). 0.25% of 100,000 active. Alanine aminotransferase 2 (Homo sapiens), Q8TD30. Recombinant GPT2, coupled pyruvate oxidase/HRP Amplex Red fluorescence. Potency, µM (highest dose often 57.7 µM), for the others: at the top dose activity change, negative = inhibition, hits mostly inhibitors. AID 1671188, 2021; note: potency is the fitted concentration of half-maximal effect; nearly all actives have a fitted effect of over 60% in size; many of its hits are not listed in these tables
Target sequence (Q8TD30 whole entry, looked up): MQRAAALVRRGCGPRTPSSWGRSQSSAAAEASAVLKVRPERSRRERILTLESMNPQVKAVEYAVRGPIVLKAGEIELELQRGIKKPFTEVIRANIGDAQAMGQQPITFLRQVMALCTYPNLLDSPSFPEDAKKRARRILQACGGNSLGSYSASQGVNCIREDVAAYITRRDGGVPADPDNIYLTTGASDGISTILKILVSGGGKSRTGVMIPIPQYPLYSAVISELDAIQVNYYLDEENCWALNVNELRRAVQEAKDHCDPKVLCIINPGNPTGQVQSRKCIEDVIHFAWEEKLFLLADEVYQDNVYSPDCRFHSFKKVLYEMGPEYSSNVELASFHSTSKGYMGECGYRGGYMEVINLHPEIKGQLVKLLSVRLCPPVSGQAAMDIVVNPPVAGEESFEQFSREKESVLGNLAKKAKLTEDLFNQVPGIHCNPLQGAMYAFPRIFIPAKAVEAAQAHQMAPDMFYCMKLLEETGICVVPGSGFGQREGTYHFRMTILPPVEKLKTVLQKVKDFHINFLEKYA
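GPT2 10ng/uL, a-KG 250uM, L-Ala 2mM, HEPES pH7.5 + 0.0001% Tween; 30 min RT. Then Amplex mix (PO/HRP/ThPP), 30 min RT dark, fluorescence. AOA 50uM used as positive control.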
IP6K1 inh: Primary qHTS assay for small molecule inhibitors of Inositol hexaphosphate kinase 1 (IP6K1) | activity change, % (series mostly up to about 58 µM) | IP6K1 kinase, ADP-Glo luminescence, 2 h; active compounds read low | Inositol hexakisphosphate kinase 1 (Homo sapiens), Q92551 | 0.81% of 140,000 active; in the data active = activity change below about -25%
Target sequence (Q92551 whole entry, looked up): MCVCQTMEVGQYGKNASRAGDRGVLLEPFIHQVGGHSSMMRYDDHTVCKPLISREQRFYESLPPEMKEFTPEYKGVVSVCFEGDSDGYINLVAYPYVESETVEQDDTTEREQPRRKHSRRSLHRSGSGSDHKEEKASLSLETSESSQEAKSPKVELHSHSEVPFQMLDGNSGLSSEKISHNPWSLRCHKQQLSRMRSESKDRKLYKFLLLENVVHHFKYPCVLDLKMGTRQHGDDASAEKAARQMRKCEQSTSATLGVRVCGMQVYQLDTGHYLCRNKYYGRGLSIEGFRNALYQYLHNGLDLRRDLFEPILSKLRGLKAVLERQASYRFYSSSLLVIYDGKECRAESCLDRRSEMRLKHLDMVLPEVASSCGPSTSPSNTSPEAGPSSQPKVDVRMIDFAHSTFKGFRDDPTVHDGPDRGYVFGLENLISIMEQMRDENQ
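ADP-Glo luminescence measures ADP made by human IP6K1 during a 2 h RT reaction with ATP/IP6 (mix at 1.3 mM/130 uM); top library doses 57.5 and 19.1 uM final.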
HEK293 viab: GF-AFC viability counterscreen for inhibitors of alpha-synuclein gene (SNCA) expression; Potency, µM (highest dose often 57.1 µM), for the others: at the top dose activity change, negative = cytotoxicity, hits mostly cytotoxic; AID 1671193, 2021; 0.12% of 150,000 active; HEK-293-SNCA-luc viability, GF-AFC fluorescence, 24 h;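 note: potency is the fitted concentration of half-maximal effect; 0% = DMSO-treated cells and -100% = medium-only wells without cells; nearly all actives have a fitted effect of over 30% in size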
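Cytotoxicity counterscreen: after 24 h compound treatment of genome-edited SNCA-luciferase HEK-293 cells, live-cell protease substrate GF-AFC read by fluorescence after 30 min; activity scaled between DMSO (0%) and medium-only (-100%), curves Hill-fitted.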
FLuc inh: Firefly luciferase inhibition profiling of diverse chemical library using quantitative high-throughput screening; Luciferin 4-monooxygenase (Photinus pyralis), P08659; purified P. pyralis luciferase, luminescence, biochemical; Potency, µM (series often up to 115 µM), inactives show at the top dose activity change, negative = inhibition, most hits filed as inhibitors; 2.5% of 76,000 active; AID 1347043, 2019; note: potency is the fitted concentration of half-maximal effect; nearly all actives have a fitted effect of over 65% in size
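Inhibitors were tested against purified firefly luciferase in a biochemical, low-substrate format (both substrates at 10uM) and luminescence measured with a CCD imager.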
NIH3T3 tox: Cytotoxic Profiling in NIH 3T3 Cell Line of Diverse Libraries Using Quantitative High-Throughput Screening; Potency, µM (series often up to 96.7 µM), for inactives: top-dose activity change, negative = cytotoxicity, hits mostly inhibitors; NIH 3T3 viability, CellTiter-Glo ATP luminescence, 48-72 h; 4.3% of 94,000 active; note: potency is the fitted concentration of half-maximal effect; nearly all actives have a fitted effect of over 55% in size
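Cytotoxicity is measured as loss of cellular ATP: NIH 3T3 cells (400/well) are exposed to compound for 48 or 72 hr at 37 °C, then CellTiter-Glo luminescence is imaged after 10 min at room temperature.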
HEK293 tox: Cytotoxic Profiling in HEK 293 Cell Line of Diverse Libraries Using Quantitative High-Throughput Screening | HEK 293 viability, ATP luminescence (CellTiter-Glo), 48-72 h | 6.6% of 94,000 active | AID 1345083, 2018 | Potency, µM (titrated, usually from 115 µM), inactives show at the top dose activity change, negative = cytotoxicity, hits mostly inhibitors; note: potency is the fitted concentration of half-maximal effect; nearly all actives have a fitted effect of over 60% in size
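Pintool-delivered compounds were incubated with HEK 293 cells (250 cells/well) at 37 degree Celsius for 48 or 72 hr. ATP-dependent luminescence (CellTiter-Glo) then reported remaining viable cells.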
An asterisk follows results filed as active; i = inactive; ? = inconclusive; · = not tested or not shown; & = joins results of further samples; [ ] = remark or other dose. Unless noted, calls come from the whole dose curve; as a rule, active = well fitted curve in the direction sought with a large enough effect; inconclusive = small, poorly fitted or top-dose-only effect, or another doubt; inactive = no such curve, though single readings can be large; an effect the other way counts as inactive or inconclusive. Unless noted, % is set by controls: 0 for no effect and ±100 for the full control effect.

SMILES	SNCA expr inhib	GPT2 inhibitor	IP6K1 inh	HEK293 viab	FLuc inh	NIH3T3 tox	HEK293 tox
COc1cccc2c1cc1c(=O)n(CC(=O)NCCCN3CCN(C)CC3)nc(C)n12	7%	·	-19	2%	·	·	·
CN(Cc1nc(-c2ccccc2)cs1)C(=O)COc1ccc(F)cc1F	3%	5%	-7	8%	-5%	?	?
COc1ccccc1-c1nc(C(=O)NC2CC2)n2ccccc12	66%[activator][87.6 µM]	-4%[88.5 µM]	18	-6%[87.6 µM]	-19%[172 µM]	?	?
COc1ccc(-c2noc(-c3cccn3CC(=O)Nc3cc(C)ccc3OC)n2)cc1F	-20%	i	3	-14%	0%	?	-28%
Cc1ccc(N2CC(C)Cn3c2nc2c3c(=O)n(Cc3cccc(Cl)c3)c(=O)n2C)cc1 (stereo not drawn)	-10%	·	-8	1%	·	·	·
COc1ccc(CC(=O)N2CCC(Oc3ccc(C(=O)N(C)C)cn3)CC2)cc1Cl	-10%	i	0	9%	-4%	-20%	?
CN(C)S(=O)(=O)c1ccc(C(=O)NCCSc2c(-c3ccc(Br)cc3)[nH]c3ccccc23)cc1	-2%	·	-10	-1%	·	·	·
O=C1NCC2(CCN(c3nccc(CCC(F)(F)F)n3)CC2)O1	-10%	i[11.5 µM]	-7	0%	10%	-3%	2%
CCc1ccc2nc(N(CCN(CC)CC)C(=O)c3cccs3)sc2c1	11%	·	8	-13%	·	·	·
COCC1CN(S(=O)(=O)Cc2ccccc2)CC12CCNCC2 (stereo not drawn)	-2%	i	-2	-11%	-15%	?	-30%
Cc1nn(-c2ccccc2)c2c1C(C(C)C)N(C1CCCN([S+](C)(=O)[O-])C1)C2=O (stereo not drawn)	·	·	1	·	·	-8%	?
COc1ccc(C(=O)NC2CCN(Cc3ccc(-c4ccsc4)cc3)C2)cc1 (stereo not drawn)	-11%	i	-6	-9%	·	?	?
c1ccc(-c2nc3ccncc3[nH]2)cc1	39%&10%[activator][87.6 µM]	3%[88.5 µM]	0&-7	4%&-2%[87.6 µM]	?	?	?
Cc1ccc(Sc2c(C)nn(-c3ccccc3)c2OC(=O)C(C)(C)C)cc1	-15%	·	-7	5%	·	·	·
Cc1cccc(NC(=O)Nc2nnc(N(C)Cc3ccccc3)s2)c1	-1%	·	-11	23%	·	·	·
CCOc1ccccc1NC(=O)c1cc(S(=O)(=O)N2CCOCC2)cn1C	14%	·	5	9%	·	·	·
CC(=O)O[C@@H]1c2c(C)coc2C(=O)[C@@]23O[C@@H]2CC[C@H](C)[C@@]13C	·	?	14	-9%	·	·	·
CCOC(=O)CC1NCCNC1=O (stereo not drawn)	36%[activator]	i	-15	9%	0%	-12%	-3%
COc1ccc(CNC(=O)c2cc3n(n2)CC(c2ccc4c(c2)OCO4)OC3)cc1OC (stereo not drawn)	-16%	-25%	-7	-8%	-15%	?	?
O=C(NCCN[S+](=O)([O-])c1cccc(C(F)(F)F)c1)c1ccc(-c2cncnc2)cc1	·	·	15	·	·	-31%	89µM*

Ordered by count of non-hydrogen atoms (high to low): part of the list above
SMILES	SNCA expr inhib	GPT2 inhibitor	IP6K1 inh	HEK293 viab	FLuc inh	NIH3T3 tox	HEK293 tox
O=C(NCCN[S+](=O)([O-])c1cccc(C(F)(F)F)c1)c1ccc(-c2cncnc2)cc1	·	·	15	·	·	-31%	89µM*
COc1ccc(C(=O)NC2CCN(Cc3ccc(-c4ccsc4)cc3)C2)cc1 (stereo not drawn)	-11%	i	-6	-9%	·	?	?
Cc1ccc(Sc2c(C)nn(-c3ccccc3)c2OC(=O)C(C)(C)C)cc1	-15%	·	-7	5%	·	·	·
CC(=O)O[C@@H]1c2c(C)coc2C(=O)[C@@]23O[C@@H]2CC[C@H](C)[C@@]13C	·	?	14	-9%	·	·	·
c1ccc(-c2nc3ccncc3[nH]2)cc1	39%&10%[activator][87.6 µM]	3%[88.5 µM]	0&-7	4%&-2%[87.6 µM]	?	?	?

Other entries
SMILES	SNCA expr inhib	GPT2 inhibitor	IP6K1 inh	HEK293 viab	FLuc inh	NIH3T3 tox	HEK293 tox
CCOC(=O)[C@@H]1CN(C(=O)c2ncoc2-c2ccccc2)[C@H]2c3ccc(OC)cc3O[C@@H]12	·	·	6	·	·	-29%	?
CC(=O)c1ccc(NC(=O)Cn2ncc3c(C)n(Cc4ccc(F)cc4)c(C)c3c2=O)cc1	?	·	2	3%	·	·	·
COc1ccc(-c2nn3c(=O)cc(CN4CCN(C(=O)c5ccc(OC)c(OC)c5)CC4)nc3s2)cc1	16%	·	9	-1%	·	·	·
CS(=O)(=O)CCNCc1ccc(-c2ccc3ncnc(Nc4ccc(OCc5cccc(F)c5)c(Cl)c4)c3c2)o1	-13%[25.6 µM]	0%&3%	3&14	-17%	·	·	·
O=C(NC1CC1)c1ccccc1OC1CN(Cc2ccncc2)C1	4%	i	2	-1%	0%	2%	?
O=C(CCCn1c(=O)c2sccc2n(Cc2cccc(Cl)c2)c1=O)NCc1ccc2c(c1)OCO2	3%	·	38	19%	·	·	·
COc1cc2c(C(=O)N(C)c3cccc(C(F)(F)F)c3)cn(CC(C)C)c(=O)c2cc1OC	-16%	·	-9	-17%	·	·	·
O=C(NCCc1ccccc1)C1CCN(C(=O)c2ccc(-c3cccs3)cc2)CC1	·	·	-2	·	·	-24%	-22%
Cc1cc(=O)n(CC(=O)Nc2ccccc2)c(N2CCc3ccccc3C2)n1	21%	-6%	17	-18%	4%	?	32µM*
CN(C)C(=O)c1cccnc1OC1CCN(C(=O)c2ccncc2)CC1	26%	4%	10	5%	-2%	i	7%
CN(Cc1cc(C2CC2)n[nH]1)C(=O)c1ccccc1C1CCNC1 (stereo not drawn)	5%	i	-2	3%	-12%	-31%	-23%
COc1cc(OC)c(NC(=O)N2CCCn3nc(C)cc32)cc1Cl	13%	·	-13	-4%	·	·	·
CN(C(=O)NCc1ccc(F)cc1)C1CCc2nn(CC3CC3)c(=O)n2CC1 (stereo not drawn)	-25%	i	-11	-4%	0%	-12%	-3%
O=C(CC1CCN(S(=O)(=O)c2ccc(F)c(F)c2)C1)NCc1ccccc1 (stereo not drawn)	14%	i	-22	-8%[12.5 µM]	1%	-16%	-26%
COc1ccc(CCC(=O)NCC(=O)N2CCCCCCNC(=O)CC2c2ccccc2)cc1 (stereo not drawn)	39%[activator]	i	0	-14%	5%	-3%	-2%
CCCN1C(=O)Cc2cc(C(=O)NCc3ccccc3F)ccc21	9%	i	-3	0%	-12%	?	?
CC(=O)N1CCN(C(=O)c2ccc3c(c2)NC(C)(COc2cccnc2)CO3)CC1 (stereo not drawn)	-18%[87.6 µM]	i	2	3%[87.6 µM]	-17%[172 µM]	-27%[138 µM]	?
O=C(NCCN1CCOCC1)C1CN(S(=O)(=O)c2cccs2)CC12CCCCC2 (stereo not drawn)	-26%	i	13	6%	-1%	i	6%
O=C(CNC(=O)c1ccc(-c2cccc(C(F)(F)F)c2)cc1)NCC1CC1	?	i	16	6%[12.5 µM]	·	-35%	?
Cc1ccc(-n2nc3n(c2=O)CCN([S+](=O)([O-])c2cccs2)C3)cc1	54%[activator]	i	2	2%	-7%	-25%	?
COc1ccc(CCNC(=O)Cn2ccn3nc(-c4ccccc4)c(CO)c3c2=O)cc1OC	42%[activator]	i	9	-7%	-15%	4%	-11%
O=C(NC1CCN(c2cc(-c3ccc(F)cc3)[nH]n2)CC1)c1ccc(F)c(Cl)c1	-2%	i	25	-17%	-1%	32µM*	?
COc1ccc(-c2[nH]nc3ncc(C(=O)N4CCN(Cc5ccccc5)CC4)nc23)c(C)c1	-26%	-6%	-16	?	5%	?	?
Cc1ccc(NC(=O)Cn2ccn3nc(-c4ccccc4)c(CO)c3c2=O)c(Cl)c1	-17%	i	16	-4%	-4%	-8%	-20%
Cc1ccc(C)c(N2CCN(C(=O)c3cc4n(n3)CC(c3ccc(Cl)cc3)OC4)CC2)c1 (stereo not drawn)	?	i	-2	-1%	-17%	?	45µM*
Cc1cc(N2CCC(NC(=O)c3ccc(N(C)C)cc3)C2=O)ccc1F (stereo not drawn)	7%	i	5	-4%	-16%	-16%	-30%
O=C1NCc2ccccc2CC12CCCCN2Cc1cc2ccccc2o1 (stereo not drawn)	1%	-20%	-5	-1%	·	?	?
CCCCCNC(=O)C1CCCN1C(=O)c1cccc(-c2cccc(OC)c2)c1 (stereo not drawn)	8%[87.6 µM]	-14%[88.5 µM]	-7	-6%[12.5 µM]	·	?	100µM*
O=C(NC1CCN(c2cc(-c3ccccc3)[nH]n2)CC1)c1ccc2ncccc2c1	13%	-2%	11	-6%	-21%	?	?
CC(=O)O[C@H]1CC2C(COC(=O)CC(C)C)=CO[C@@H](OC(=O)CC(C)C)C2[C@]12CO2 (stereo partly drawn)	·	?	8	-28%[23.9 µM]	·	·	·
O=C(NC1CCN(c2nccc(Nc3ccccc3Cl)n2)CC1)c1ccccc1	-14%	5%	-9	-10%	·	?	40µM*
COCc1cc(C[C@@H]2C[C@H](NC3CCC3)C2(C)C)no1	-28%[87.6 µM]	-13%[88.5 µM]	1	-3%[87.6 µM]	-4%[230 µM]	-9%[174 µM]	-11%[230 µM]
O=C(CC1CCCCC1)N1CCC2(CC1)NC(=O)N(c1ccc(F)cc1)N2	2%	?	-8	-1%	-7%	?	?
COC(=O)[C@@H]1Cc2ncn(Cc3ccc(OC)cc3)c2CN1S(=O)(=O)c1ccccc1	6%	-8%	21	-25%	-2%	-19%	4%
O=[S+]([O-])(Nc1cccnc1)c1ccc2c(c1)OCCN(CC1CCOCC1)C2	5%[87.6 µM]	-13%[88.5 µM]	-1	3%[87.6 µM]	2%[172 µM]	?	-5%[172 µM]
COCc1cc(NCc2cccnc2Oc2cccc(C(F)(F)F)c2)ncn1	2%	4%	2	-2%	12%	-32%	50µM*
Cn1cc(C2CC2)c2nc(COc3ccccc3)cn2c1=O	-26%[87.6 µM]	4%[88.5 µM]	18	11%[87.6 µM]	-28%[230 µM]	?	?
CN(C)c1ccc(C2C=C(c3ccccc3)Nc3nnnn32)cc1 (stereo not drawn)	115%[activator]	·	4	?	·	·	·
Cn1ncc2c(C(=O)NCCc3ccc(F)cc3)cc(-c3ccc(C(F)(F)F)cc3)nc21	·	·	1	·	·	-12%	i

Limited to NIH3T3 tox and HEK293 tox (2 entries from above):
molecule,NIH3T3 tox,HEK293 tox
Cc1ccc(NC(=O)Cn2ccn3nc(-c4ccccc4)c(CO)c3c2=O)c(Cl)c1,-8%,-20%
Cc1ccc(C)c(N2CCN(C(=O)c3cc4n(n3)CC(c3ccc(Cl)cc3)OC4)CC2)c1 (stereo not drawn),?,45µM*

This is a subset. The share of hits here may be higher or lower than overall.
